AHR activator: AHR activators, primary screen, cell-based, luminescence, luciferase reporter, human; Aryl hydrocarbon receptor (Homo sapiens), P35869; AHR-responsive luciferase reporter cells; activation, % at 5 µM; 2.5% of 320,000 active; AID 2796, 2010; in the data active = activation above about 47%;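 also: 0% = vehicle wells and 100% = reference agonist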
RPL19A TOR yeast: RPL19A-GFP expression modulators in yeast, primary screen, cell-based, S. cerevisiae, multiplex flow cytometry, MLPCN. S. cerevisiae RPL19A-GFP strain, 3 h; hits give low values. percent response vs DMSO, % at 10 µM. 0.3% of 330,000 active;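 active = percent response vs DMSO below 50%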;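 also: median channel GFP fluorescence of the barcoded RPL19A-GFP strain; ratio of sample median GFP to plate DMSO average so 100% = DMSO; lower means less RPL19A-GFP as with rapamycin TOR inhibition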
JMJD2C inh: inhibitors of GASC-1 histone demethylase, primary screen, biochemical, fluorescence, DELFIA europium; Lysine-specific demethylase 4C (Homo sapiens), Q9H3R0; GST-JMJD2C(1-420) H3K9me3 demethylation; inhibition, % at 2.35 µM; 0.069% of 330,000 active; AID 2099, 2009;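 active = more than half of a compound's replicate wells show inhibition beyond 50%, single wells judged on their own value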;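 also: signal counts dimethyl H3K9 product captured on neutravidin plate; 0% = median of DMSO wells and 100% = 0.3 times that DMSO median; strong numbers were not always called active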
Target sequence (Q9H3R0 1-420 limits assumed): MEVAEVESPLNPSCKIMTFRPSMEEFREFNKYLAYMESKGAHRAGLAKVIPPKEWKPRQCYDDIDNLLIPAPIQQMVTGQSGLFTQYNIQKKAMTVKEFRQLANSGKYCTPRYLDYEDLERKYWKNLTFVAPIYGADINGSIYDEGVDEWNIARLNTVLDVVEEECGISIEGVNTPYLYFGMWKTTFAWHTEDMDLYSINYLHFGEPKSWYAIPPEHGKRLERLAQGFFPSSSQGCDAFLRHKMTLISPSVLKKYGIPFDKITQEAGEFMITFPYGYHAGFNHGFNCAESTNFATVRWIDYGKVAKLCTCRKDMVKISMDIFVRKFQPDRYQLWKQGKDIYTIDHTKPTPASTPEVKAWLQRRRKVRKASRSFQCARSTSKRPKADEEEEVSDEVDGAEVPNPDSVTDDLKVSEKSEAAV
MEP2 TOR yeast: modulators of MEP2-GFP levels in yeast, primary screen, S. cerevisiae, multiplex flow cytometry, MLPCN library. S. cerevisiae MEP2-GFP strain, 3 h; 100% = DMSO control level. 0.51% of 330,000 active. GFP response vs DMSO, % at 10 µM. AID 2016, 2009;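 active = GFP response versus DMSO above a set limit, roughly screen mean plus 3 SD, cut at about 180% in these data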;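 also: median GFP fluorescence of the barcode-gated MEP2-GFP cells per well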
proCasp7 act: procaspase-7 activators, primary screen, counter-screen for procaspase-3 activator project, biochemical, absorbance, HTS, human. recombinant procaspase-7, Ac-DEVD-pNA absorbance 405 nm; D23A/D198A/D206A triple mutant, cannot self-cleave; scale: DMSO 0, 5 µM enzyme 100. AID 463210, 2010. activation, % at 8.5 µM. 0.093% of 330,000 active;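 active = percent activation above the screen-wide mean plus 3 SD, cut at about 25% in these data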
Target sequence (P55210 whole entry D23A/D198A/D206A): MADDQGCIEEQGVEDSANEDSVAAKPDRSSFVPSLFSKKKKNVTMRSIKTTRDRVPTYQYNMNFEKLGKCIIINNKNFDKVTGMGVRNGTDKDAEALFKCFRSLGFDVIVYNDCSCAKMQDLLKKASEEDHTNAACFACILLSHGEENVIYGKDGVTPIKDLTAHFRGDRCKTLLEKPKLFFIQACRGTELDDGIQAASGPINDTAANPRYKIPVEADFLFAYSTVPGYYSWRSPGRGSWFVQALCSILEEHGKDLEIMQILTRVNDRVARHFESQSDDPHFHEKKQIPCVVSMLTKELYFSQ
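Test system: Procaspase-7 triple mutant (PC-7 D3A). Also added: Ac-DEVD-pNA substrate, 400 µM as added. Schedule: 1 h enzyme–compound preincubation and 2 h substrate reaction, both 25 °C. Signal: p-Nitroaniline absorbance at 405 nm, read at 0 and 120 min. Control set: low DMSO alone, high DMSO plus 5 µM PC-7.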
LAP4 TOR yeast: modulators of LAP4-GFP expression in yeast, primary screen, S. cerevisiae, multiplex flow cytometry, MLPCN library. 3 h; median GFP as percent of DMSO wells. 0.34% of 320,000 active. GFP response vs DMSO, % at 10 µM. AID 2023, 2009;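 active = GFP response vs DMSO above a set limit, about the screen mean plus 3 SD, cut at about 150% in these data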
proCasp3 act: activators of human procaspase-3 D3A mutant, primary screen, biochemical, absorbance, PC-3 D3A mutant, single concentration | recombinant procaspase-3 D3A, Ac-DEVD-pNA absorbance 405 nm | activation, % at 8.5 µM | 0.11% of 330,000 active;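 active = activation above the mean of all tested compounds plus 3 SD, cut at about 21% in these data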;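 also: 0% = DMSO alone and 100% = DMSO wells spiked with extra 5 µM PC-3 D3A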
Target sequence (P42574 whole entry D9A/D28A/D175A): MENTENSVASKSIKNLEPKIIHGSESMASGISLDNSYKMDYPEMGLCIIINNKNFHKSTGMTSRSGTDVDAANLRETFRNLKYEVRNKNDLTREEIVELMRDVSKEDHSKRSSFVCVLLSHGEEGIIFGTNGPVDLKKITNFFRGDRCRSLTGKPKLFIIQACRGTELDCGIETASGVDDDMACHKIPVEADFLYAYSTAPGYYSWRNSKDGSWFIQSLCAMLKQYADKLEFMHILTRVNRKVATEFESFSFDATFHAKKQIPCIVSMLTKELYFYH
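Evaluation: percent activation relative to control range; Material: Procaspase-3 D3A mutant, all three cleavage aspartates alanine; Compound: single dose, 8.5 µM nominal compound, 0.8% DMSO; Replication: one well per compound; Signal: absorbance at 405 nm, 0 and 120 min; Schedule: 1 h preincubation plus 2 h reaction at 25 °C.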
Yeast superoxide: reduction of superoxide in aged yeast, primary screen, HTS. superoxide response (% of plate mean), % at 10 µM. AID 2690, 2010. 0.18% of 330,000 active. S. cerevisiae aged cells, superoxide DHE fluorescence; hits give low values;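 active = superoxide response under a set limit, about three screen SD below normal, cut at about 65% in these data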;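 also: yeast aged for seven days with compound at 30 °C before DHE staining; 100% = average MFI of all compound-treated wells on the plate with controls excluded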
* marks the source's active call; other numbers are inactive results; nt = no result given; + = active, no number.

Results follow in this order: Yeast superoxide	JMJD2C inh	MEP2 TOR yeast	proCasp3 act	proCasp7 act	AHR activator	RPL19A TOR yeast	LAP4 TOR yeast
> CCC(C)C(NC(=O)C1CCC(C)CC1)C(=O)NCc1cccnc1 (stereo not drawn)
  96	-7	101	0	-9	-1	103	99
> Clc1ccc(Oc2cnns2)cc1Cl
  101	3	97	3	5	-1	94	86
> CNC(=O)CSc1nnnn1-c1ccc2c(c1)OCCO2
  83	-4	101	-3	3	2	100	97
> COc1ccc(NC(=O)c2c3c(nc4ccccc24)CCC3)cc1S(=O)(=O)N1CCOCC1
  103	93	106	-7	7	7	102	94
> COc1ccc([N+](=O)[O-])cc1NC(=O)CSc1ncccn1
  98	-4	102	1	8	6	101	98
> COc1cc([N+](=O)[O-])ccc1NC(=O)C[n+]1ccccc1C
  94	4	107	4	6	6	94	98
> N=c1c2c3c(sc2ncn1N)CCC3
  96	-5	100	-16	2	19	96	110
> CCOc1ccccc1/C=C\c1nc(O)c([N+](=O)[O-])c(=O)[nH]1
  109	-10	91	-2	8	2	91	77
> CC1Cc2ccccc2N1C(=O)CCS(=O)(=O)c1ccc2c(c1)NC(=O)CS2 (stereo not drawn)
  102	3	111	9	8	-1	100	114
> Cc1ccc(/C=N/n2c(-c3cccs3)n[nH]c2=S)cc1
  87	8	106	-10	-27	16	101	96
> COc1ccc(NC(=O)Cn2nnc(C(=O)NCCc3ccc(OC)c(OC)c3)c2N)cc1
  84	-4	93	6	4	5	95	92
> CC(=O)Nc1ccc(NC(=O)CCc2nc3sc4c(c3c(=O)[nH]2)CCCC4)cc1
  94	4	104	4	7	10	105	110
> CCCCSc1nnc([C@H](CC(C)C)NC(=O)OC(C)(C)C)o1
  94	7	104	-2	-8	-1	96	110
> CN(CC(=O)NCC1CCCCC1)S(=O)(=O)c1ccc(F)cc1
  89	-20	98	2	4	0	103	94
> CCOC(=O)N1CCC(NC(=O)C2CCN(S(=O)(=O)c3c(C)noc3C)CC2)CC1
  99	-9	95	-6	0	0	97	96
> Cc1ccc(S(=O)(=O)n2nc(OC(=O)c3ccco3)cc2N)cc1
  90	-4	101	-18	-32	1	100	96
> O=C(COc1ccccc1Cl)c1ccc[nH]1
  112	-8	109	-3	3	-2	112	98
> O=C(CCN1C(=O)C2CCCCC2C1=O)N1CCN(S(=O)(=O)c2c(F)cccc2F)CC1 (stereo not drawn)
  104	4	90	3	8	-1	97	97
> CCOC(=O)c1ccc(N(C(=O)c2cnccn2)C(C(=O)NC2CCCCC2)c2cn(C)nc2C)cc1 (stereo not drawn)
  103	-2	96	6	7	-1	100	96
> CCOc1ccccc1CNC(=O)C1Cc2cc(S(=O)(=O)N3CCCCC3)ccc2N1C(C)=O (stereo not drawn)
  79	4	103	-1	11	4	98	111
> COc1cc(/C=C2/C(=N)N3C(=NC2=O)SN=C3S(C)(=O)=O)ccc1OS(=O)(=O)c1ccccc1
  80	4	115	1	1	4	53	80
> CCOC(=O)C1=NN(C(=O)c2ccccc2)C(O)(c2ccc(C)cc2)C1 (stereo not drawn)
  88	17	96	5	6	-1	106	92
> O=C(O)c1ccc(CSc2nnnn2-c2ccc(F)cc2)cc1
  119	3	109	-1	-1	-1	98	106
> COc1cc(C(=O)NCc2nnc(SCC(=O)NCc3ccco3)o2)cc(OC)c1OC
  93	0	106	2	-2	1	103	108
> Cc1ccc(C(=O)NCc2ccc3c(c2)CCO3)cc1C
  96	-5	103	-8	2	0	105	119
> COc1ccc(CNC(=O)c2cc(C)nn2-c2ccccc2)cc1
  102	5	99	3	9	6	97	107
> CC(CNC(=O)Cn1ccc(NC(=O)OCc2ccccc2)nc1=O)c1ccccc1 (stereo not drawn)
  103	6	99	-5	14	-1	98	99
> COC(=O)C1=C(C)NC2=C(C(=O)CC(c3cccs3)C2)C1c1ccsc1 (stereo not drawn)
  103	2	98	1	1	5	98	80
> COc1ccccc1CNC(=O)C1CCC(=O)N1C(C)C (stereo not drawn)
  119	-10	106	-5	3	16	98	92
> O=C(/C=C/c1ccccc1)NC(NC(=S)Nc1ccc(Cl)cc1Cl)C(Cl)(Cl)Cl (stereo not drawn)
  90	-7	106	4	8	21	101	102

An excerpt from above with just proCasp7 act, RPL19A TOR yeast and AHR activator:
structure	proCasp7 act	RPL19A TOR yeast	AHR activator
CC(CNC(=O)Cn1ccc(NC(=O)OCc2ccccc2)nc1=O)c1ccccc1 (stereo not drawn)	14	98	-1
COC(=O)C1=C(C)NC2=C(C(=O)CC(c3cccs3)C2)C1c1ccsc1 (stereo not drawn)	1	98	5

The list continues.
Results follow in this order: Yeast superoxide	JMJD2C inh	MEP2 TOR yeast	proCasp3 act	proCasp7 act	AHR activator	RPL19A TOR yeast	LAP4 TOR yeast
> CCN(CC)CCCn1c(C)cc2c(c1=O)C(c1ccccc1)C(C#N)=C(N)O2 (stereo not drawn)
  101	5	106	1	8	-1	105	112
> O=C(CCSc1ccccc1)NC(=O)COC(=O)C1CCCCC1
  96	-13	100	5	6	0	100	102
> CCC(C(=O)NCc1ccc(C)cc1)c1ccccc1 (stereo not drawn)
  95	1	113	-3	5	1	107	107
> COc1cc(OC)c(C(=O)COc2ncnc3ccccc23)c(OC)c1
  93	nt	100	2	2	13	105	105
> Cn1cnnc1SCC(=O)OCN1C(=O)c2ccccc2C1=O
  108	-11	112	1	-9	-1	nt	100
> CC1Sc2ccccc2N(CC(=O)N(C(C)C)C(C)C)C1=O (stereo not drawn)
  103	-2	89	-4	0	4	93	94
> Cc1nc2c(ncn2-c2ccccc2)c(=O)n1NC(=O)CN1CCOCC1
  105	11	99	6	-3	-2	97	109
> O=C(Oc1ccc(Cl)c2cccnc12)N1CCOCC1
  106	-1	94	8	3	17	99	105
> CC1=C(C)C(OCCBr)N(c2cc(O)c(Cl)cc2F)C1=O (stereo not drawn)
  127	-4	103	5	-4	5	101	97
> Nc1cc(OC(=O)c2cccs2)nn1S(=O)(=O)c1ccc(F)cc1
  90	-45	93	-27	-34	0	98	98
> COc1cc(NC2c3ccccc3C(=O)N2Cc2ccccc2Cl)cc(OC)c1 (stereo not drawn)
  108	80	100	3	-9	3	100	111
> Nc1ccc(-c2nnn(CC(=O)N3CCCCC3)n2)cc1
  100	4	108	4	-3	-1	103	90
> O=C(Nc1ccc(Cl)cc1)N(CCCN1CCOCC1)Cc1cccs1
  104	-11	101	1	-13	-2	99	106
> CCn1cc(S(=O)(=O)CC(=O)Nc2cc(C)ccc2C)c2ccccc21
  97	-24	100	-1	5	3	93	99
> O=C(COc1cccc(F)c1)Nc1ccc2[nH]c(=O)[nH]c2c1
  104	5	93	0	4	4	99	111
> CCC1COCCS(=O)(=O)N1Cc1ccc(Cl)cc1 (stereo not drawn)
  104	2	102	-9	-5	1	100	98
> COc1ccc(CCNC(=O)COC(=O)C2CC2C)cc1 (stereo not drawn)
  90	3	109	10	7	2	94	93
> O=C(NCCc1ccccc1)/C(=C\c1ccc([N+](=O)[O-])cc1)NC(=O)c1ccccc1
  88	-9	106	-7	-6	2	97	102
> Cc1ccc(-n2nc(C(=O)NN)c(C)c(C#N)c2=O)cc1Cl
  90	9	+	5	11	0	90	102
> CC(=O)c1cccc(NC(=O)CSc2ccc(-c3ccccn3)nn2)c1
  94	10	107	-3	-14	4	103	115
> Cc1ccc(-n2ncc3c2CCCC3NC(=O)CCc2cnccn2)cc1C (stereo not drawn)
  117	1	105	1	-1	2	103	101
> O=c1c2c(n3nnnc3n1Cc1ccccc1)-c1ccccc1CC21CCCC1
  120	-5	102	8	0	7	105	102
> CCNc1cc(N2CCOCC2)nc(SC)n1
  97	26	87	1	-3	1	93	96
> CC(=O)N1CCN(C(=O)c2cc(-c3ccc(Cl)s3)nc3ccccc23)CC1
  105	4	104	9	6	1	103	120
> Cc1cc(/C=C2\SC(=O)N(CC(=O)Nc3ccccc3F)C2=O)c(C)n1C
  88	1	116	0	-1	-1	88	95
> Cc1cccc(OCC(=O)Nc2ccc(C(=O)NCC(C)C)cc2)c1
  103	-2	106	6	-1	-3	101	98
> CCc1cc(-c2n[nH]c(C)c2-c2nc3ccccc3n2C)c(O)cc1O
  105	-8	102	-4	2	11	101	104
> O=C(NC1CCCC1)C(c1cccs1)N(Cc1ccco1)C(=O)c1csnn1 (stereo not drawn)
  108	1	105	0	11	3	99	90
> O=C(NCc1ccccc1Cl)c1cc2ccccc2oc1=O
  102	-3	103	6	3	-1	103	85
> CCCCn1c(N)c(N(CCOC)C(=O)c2ccc(OCc3c(C)noc3C)cc2)c(=O)[nH]c1=O
  128	6	105	11	11	-1	103	108

Arranged by count of non-hydrogen atoms (smallest number first): part of the list above
Results follow in this order: Yeast superoxide	JMJD2C inh	MEP2 TOR yeast	proCasp3 act	proCasp7 act	AHR activator	RPL19A TOR yeast	LAP4 TOR yeast
> CCC1COCCS(=O)(=O)N1Cc1ccc(Cl)cc1 (stereo not drawn)
  104	2	102	-9	-5	1	100	98
> O=C(Oc1ccc(Cl)c2cccnc12)N1CCOCC1
  106	-1	94	8	3	17	99	105
> Cc1ccc(-n2ncc3c2CCCC3NC(=O)CCc2cnccn2)cc1C (stereo not drawn)
  117	1	105	1	-1	2	103	101

Continued.
Results follow in this order: Yeast superoxide	JMJD2C inh	MEP2 TOR yeast	proCasp3 act	proCasp7 act	AHR activator	RPL19A TOR yeast	LAP4 TOR yeast
> COc1ccc(N2CC(O)=C(c3nc4ccccc4s3)C2=N)cc1
  102	4	96	8	8	26	102	100
> O=C(O)c1cc(-c2ccc(Br)s2)nc2ccccc12
  110	8	116	nt	nt	nt	98	133
> CCOc1ccc(S(=O)(=O)Nc2cccc(C(=O)NCCCN3CCCC3=O)c2)cc1
  98	-5	92	4	6	-1	91	92
> CC(Oc1ccc(Cl)cc1)C(=O)/C=C/N(C)C (stereo not drawn)
  90	3	98	1	-3	-3	104	76
> CCC(C)[C@H](NS(=O)(=O)c1ccc(C)cc1)C(=O)N1CCC(C(=O)N2CCC(C(N)=O)CC2)CC1 (stereo partly drawn)
  114	nt	102	-5	-4	-1	98	104
> CCOC(=O)c1[nH]c2ccccc2c1NC(=O)c1ccc(S(=O)(=O)N2CCOCC2)cc1
  99	8	107	8	5	16	100	104
> C[C@@H]1COC(=O)[C@@H](CC(=O)OC(C)(C)C)C/C=C\C[C@H](CC(=O)NCCO)C(=O)N1
  113	-8	98	0	-2	-2	100	98
> CCn1c(CNC(=O)c2ccccc2F)nnc1SCCOc1ccccc1
  90	-8	99	5	-4	3	99	108
> CC(C)(C)c1ccc(/C=C/C(=O)NCCCN2CCOCC2)cc1
  110	-13	113	5	-4	-1	106	95
> CC(NC(=O)CN(C)CC(=O)Nc1ccc(F)c(F)c1F)c1ccccc1 (stereo not drawn)
  105	-5	103	2	8	0	113	97
> COc1ccccc1C1=NOC(Cn2c(=O)c3c(ncn3C)n(C)c2=O)C1 (stereo not drawn)
  101	30	97	7	-2	9	96	98
> COc1ccccc1C(=O)NCCC(=O)NC1=NCCS1
  94	9	108	3	-3	12	102	105
> CC(Oc1ccccc1)C(=O)N=C1SC2CS(=O)(=O)CC2N1Cc1ccc(F)cc1 (stereo not drawn)
  111	-18	90	1	-1	0	90	87

This is a random part of the collection; about 3.8% have a hit in one of these screens.
